Screening results as filed in PubChem BioAssay.
Gal4-VP16 FLuc: VP16 counterscreen qHTS for inhibitors of ROR gamma transcriptional activity; Drosophila S2 Gal4-VP16 UAS-luciferase, luminescence, 20 h; Potency, µM (series often up to 53.6 µM), for inactives: at the top dose activity, negative = inhibition, usual class: inhibitors; actives 3.5% (n = 310,000); AID 2546, 2010;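 further: Gal4-VP16 expression switched on by copper sulfate through the metallothionein promoter; potency means the concentration at half of the fitted maximal effect; on the % scale 0 is the no-effect control and ±100 the full control effect; nearly all actives have a fitted effect of over 50% in size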
PKM2 activator: qHTS Assay for Activators of Human Muscle isoform 2 Pyruvate Kinase. Pyruvate kinase PKM (Homo sapiens), P14618. purified PKM2, Kinase-Glo ATP luminescence, activation; response scale: 0% is enzyme alone, no compound. Potency, µM (series often up to 57.5 µM), for the others: top-dose activation, usual class: activators. actives 0.34% (n = 260,000); further: potency means the concentration at half of the fitted maximal effect; on the % scale 0 is the no-effect control and ±100 the full control effect; nearly all actives have a fitted effect of over 55% in size
Target sequence (P14618 whole entry, looked up, canonical isoform): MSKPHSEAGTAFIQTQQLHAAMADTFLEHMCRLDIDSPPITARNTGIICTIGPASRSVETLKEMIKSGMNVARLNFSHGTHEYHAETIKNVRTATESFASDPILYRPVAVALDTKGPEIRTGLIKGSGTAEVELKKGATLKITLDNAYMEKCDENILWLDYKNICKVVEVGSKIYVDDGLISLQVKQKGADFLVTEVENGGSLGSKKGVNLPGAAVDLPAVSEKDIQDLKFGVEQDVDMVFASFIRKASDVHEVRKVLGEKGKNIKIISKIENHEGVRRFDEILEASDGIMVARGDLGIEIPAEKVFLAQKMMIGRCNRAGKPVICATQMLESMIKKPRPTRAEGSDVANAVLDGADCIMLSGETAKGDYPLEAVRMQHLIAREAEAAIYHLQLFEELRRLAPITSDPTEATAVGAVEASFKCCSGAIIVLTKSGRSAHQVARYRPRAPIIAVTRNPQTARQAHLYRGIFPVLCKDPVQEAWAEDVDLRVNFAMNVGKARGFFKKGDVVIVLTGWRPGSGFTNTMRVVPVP
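Purified hPK-M2 (>95% pure) converted ADP (0.1 mM final) to ATP with 0.5 mM PEP in 50 mM imidazole pH7.2, KCl, MgCl2, Tween 20, BSA; 1 h at room temperature. ATP detected by Kinase-Glo luminescence.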
Mito fusion yeast: qHTS Assay for Small Molecule Inhibitors of Mitochondrial Division or Activators of Mitochondrial Fusion. S. cerevisiae fusion-defective mutant growth rescue, CellTiterGlo 48 h. actives 0.23% (n = 320,000). AID 485298, 2010. Potency, µM (series often up to 46.1 µM), inactives show at the highest dose growth rescue (activation), hits mostly activators;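 further: potency means the concentration at half of the fitted maximal effect; % of control where 0% means no effect; nearly all actives have a fitted effect of over 45% in size; temperature-sensitive fusion mutants such as fzo1-1 at 37 °C on non-fermentable ethanol glycerol medium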
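Yeast fusion mutant, YPEG (non-fermentable carbon), compound, 48 h at 37C non-permissive; CellTiterGlo added, 10 min RT, luminescence read. Rescued growth = division inhibition.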
MBNL1 CUG block: qHTS Assay for Inhibitors of MBNL1-poly(CUG) RNA binding | Muscleblind-like protein 1 (Homo sapiens), Q9NR56 | TR-FRET MBNL1-His/biotin-(CUG)12 binding, 665/545 ratio | Potency, µM (titrated, usually from 57.5 µM), for inactives: at the top dose activity change, negative = inhibition, actives largely listed as inhibitors | actives 0.036% (n = 280,000) | AID 2675, 2010; active means well fitted inhibition curve with a large enough effect in the signal ratio, with a control signal flat, not every such curve was filed as active; inconclusive means small, poorly fitted or top-dose-only effect, or effect the other way, or a change in a side signal; inactive means no such curve, though single readings can be large or run the other way; the % refers to the signal ratio; further: potency means the concentration at half of the fitted maximal effect; on the % scale 0 is the no-effect control and ±100 the full control effect
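Compound titration spanned 92 nM–58 uM against the MBNL1-His/biotin-(CUG)12 complex. After 60 min at room temperature with 5 nM streptavidin-XL665 and 0.055 ng/ul terbium anti-His, ratiometric 665/545 nm emission (Ex 340 nm) normalized to controls.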
Rab9 promoter act: qHTS Assay for Rab9 Promoter Activators; actives 2.8% (n = 320,000); Potency, µM (highest dose often 9.22 µM), without a hit: at the highest dose activation, negative = inhibition, hits mostly activators; Huh7 Rab9 promoter-luciferase reporter, luminescence, 24 h; further: potency means the concentration at half of the fitted maximal effect; % of control where 0% means no effect; nearly all actives have a fitted effect of over 60% in size
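Huh7 cells stably carrying Rab9 promoter–luciferase reporter, plated 1500 cells/well, compound added after 2 h and incubated 24 h at 37 °C; luciferase luminescence then read after 10 min with detection reagent.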
FLuc modulator: qHTS profiling assay for firefly luciferase inhibitor/activator using purifed enzyme and Km concentrations of substrates (counterscreen for miR-21 project); Luciferin 4-monooxygenase (Photinus pyralis), P08659; purified FLuc, Km substrates, luminescence inhibition; Potency, µM (highest dose often 57.5 µM), inactives show at the top dose activity change, negative = inhibition, usual class: inhibitors; actives 6.9% (n = 360,000);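 further: potency means the concentration at half of the fitted maximal effect; plate controls were vehicle for no effect and reference inhibitor for full effect; nearly all actives have a fitted effect of over 55% in size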
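Biochemical qHTS of compounds, final roughly 60 µM downward over six points, against 10 nM purified firefly luciferase using Km concentrations of substrates (10 uM D-luciferin, 10 uM ATP) in Tris acetate pH 7.5 buffer; luminescence output.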
NPC1 promoter act: qHTS Assay for NPC1 Promoter Activators | Huh7 NPC1 promoter luciferase reporter, 24 h | Potency, µM (series often up to 9.22 µM), for inactives: at the top dose activation, hits mostly activators | actives 2.4% (n = 320,000) | AID 485313, 2010;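 further: potency means the concentration at half of the fitted maximal effect; % of control where 0% means no effect; nearly all actives have a fitted effect of over 60% in size; reporter is driven by a mutant NPC1 promoter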
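In 1536-well qHTS, Huh7 cells harboring an NPC1 promoter–luciferase construct received compound for 24 h; activation was quantified by luminescence following luciferase reagent addition.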
ELG1 DNA repair: qHTS screen for small molecules that inhibit ELG1-dependent DNA repair in human embryonic kidney (HEK293T) cells expressing luciferase-tagged ELG1. HEK293T ELG1-luciferase reporter, luminescence, 16 h; DNA damage induced by 5-fluorouridine. actives 2.3% (n = 330,000). Potency, µM (series often up to 46.1 µM), for the others: at the top dose activity change, negative = inhibition, actives largely listed as inhibitors; further: potency means the concentration at half of the fitted maximal effect; on the % scale 0 is the no-effect control and ±100 the full control effect; nearly all actives have a fitted effect of over 55% in size
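5-Fluorouridine DNA damage + compound/DMSO, 2,000 cells/well, 16 h, 37 °C/5% CO2. ONE-Glo, 30 min RT, luminescence. Readout = decrease in reporter signal.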
KCNH2 3.1 block: qHTS for Inhibitors of KCHN2 3.1: Mutant qHTS. Potassium voltage-gated channel subfamily H member 2, brain isoform KCNH2 3.1 (human). U2OS KCNH2 3.1, thallium flux FluxOr; active compounds read low. activity change, % (tested at about 1.8 µM). actives 0.95% (n = 340,000). AID 720553, 2013;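 active means maximum activity change below -70%; inconclusive means maximum activity change from -70% to -50%; inactive means maximum activity change above -50%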;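 further: thallium influx rate constant from kinetic fluorescence after stimulation buffer; on the % scale 0 is the no-effect control and ±100 the full control effect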
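U2OS cells transduced with KCNH2 3.1 mutant virus (1.77 x 10^8 /mL, 4 h), plated overnight at 37 C, loaded 45 min with FluxOr dye plus Red40 quencher. Thallium flux rate constant from kinetic reads after stimulation buffer, normalised to controls.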
Menin MLL FP TR: qHTS Assay for Inhibitors Targeting the Menin-MLL Interaction in MLL Related Leukemias: Competition With Texas Red Labeled MLL-derived Mutant Peptide | Potency, µM (titrated, usually from 61.6 µM), without a hit: at the top dose FP activity change, negative = inhibition, hits mostly inhibitors | O00255 | actives 0.23% (n = 270,000) | Menin + Texas Red MLL mutant peptide, fluorescence polarization; active means well fitted inhibition curve with a large enough effect in the polarisation, with a control signal flat, not every such curve was filed as active; inconclusive means small, poorly fitted or top-dose-only effect, or effect the other way, or a change in a side signal; inactive means no such curve, though single readings can be large or run the other way; the % refers to the polarisation; further: potency means the concentration at half of the fitted maximal effect; % of control where 0% means no effect; many of its hits are not listed in these tables
Target sequence (O00255 whole entry, looked up): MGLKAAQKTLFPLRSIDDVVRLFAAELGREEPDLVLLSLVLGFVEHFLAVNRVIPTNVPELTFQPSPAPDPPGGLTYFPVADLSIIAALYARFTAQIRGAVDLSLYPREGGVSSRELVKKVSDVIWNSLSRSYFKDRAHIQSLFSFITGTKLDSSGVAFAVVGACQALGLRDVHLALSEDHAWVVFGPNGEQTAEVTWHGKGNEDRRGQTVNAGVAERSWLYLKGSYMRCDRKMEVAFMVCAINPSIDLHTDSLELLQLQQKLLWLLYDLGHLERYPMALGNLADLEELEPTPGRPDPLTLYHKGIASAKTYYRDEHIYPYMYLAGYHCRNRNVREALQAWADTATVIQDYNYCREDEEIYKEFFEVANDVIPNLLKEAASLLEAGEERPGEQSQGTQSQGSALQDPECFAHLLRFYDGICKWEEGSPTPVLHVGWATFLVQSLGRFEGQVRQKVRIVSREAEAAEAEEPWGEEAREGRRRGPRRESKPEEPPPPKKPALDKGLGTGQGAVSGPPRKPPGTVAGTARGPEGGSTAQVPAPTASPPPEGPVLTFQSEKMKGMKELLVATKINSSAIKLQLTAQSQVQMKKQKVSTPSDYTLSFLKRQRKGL
RORg inh: qHTS for inhibitors of ROR gamma transcriptional activity. actives 5.4% (n = 310,000). AID 2551, 2010. Drosophila S2 Gal4-RORgamma UAS-luciferase reporter, 20 h. Potency, µM (series often up to 53.6 µM), inactives show top-dose activity change, negative = inhibition, usual class: inhibitors. Nuclear receptor ROR-gamma (Mus musculus), P51450; further: potency means the concentration at half of the fitted maximal effect; on the % scale 0 is the no-effect control and ±100 the full control effect; nearly all actives have a fitted effect of over 60% in size
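Stably transfected Drosophila Schneider cells are the test system, with ROR gamma fused to Gal4 and luciferase under UAS control; luminescence is read after 20 hr of 700 uM copper sulfate induction at ambient temperature.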
* hit, by the source's call; ? = inconclusive; nt = no result given; [ ] = another dose, or the depositor's remark. Unless noted, the call rests on the fitted dose curve; in most records, active means well fitted curve in the direction sought with a large enough effect; inconclusive means small, poorly fitted or top-dose-only effect, or another doubt; inactive means no such curve, though single readings can be large; an effect the other way counts as inactive or inconclusive.

Sequence of screens: Gal4-VP16 FLuc | PKM2 activator | Mito fusion yeast | MBNL1 CUG block | Rab9 promoter act | FLuc modulator | NPC1 promoter act | ELG1 DNA repair | KCNH2 3.1 block | Menin MLL FP TR | RORg inh
1: Cc1ccc2[nH]c(O)c(N=NC(N)=S)c2c1
 : 2% | 8% | 1% | nt | 1% | 2% | -4% | 24% | -3 | nt | 20%
2: Cc1ccc(/C=[N+](\[O-])c2ccc(N(C)C)cc2)c2nsnc12
 : ? | -13% | 6% | ? | 1.1µM* | 1.3µM* | ? | ? | 4 | ? | 5µM*
3: O=C(CNC(=O)c1cc(=O)[nH]c2ccccc12)Nc1ccc(F)c(F)c1
 : 5% | nt | 6% | 2% | 12% | 4% | -3% | 9% | 0 | -2% | -15%
4: N#CC1(Cc2ccccc2)c2ccccc2C=CN1C(=O)c1ccccc1 (stereo unspecified)
 : 4% | 2% | 23% | 0% | -1% | 5% | -4% | -5% | 6 | nt | -39%
5: CCOCC(=O)Nc1nc2ccc(OCC)cc2s1
 : ? | -4% | -8% | -1% | 1.3µM* | 8.5µM* | 2.5µM* | ? | 4 | -4% | ?
6: CSc1ccccc1NC(=O)Nc1cccc(Cl)c1Cl
 : -14% | 8% | -3% | -8% | 1% | 2% | 0% | ? | -8 | ? | -24%
7: Cc1cc(=O)oc2cc(OCC(=O)N3CCOCC3)ccc12
 : -4% | 4% | -3% | 22% | -3% | -7% | -1% | -24% | 16 | 10% | 17%
8: COc1ccc([N+](=O)[O-])cc1NC(=S)NC(NC(C)=O)C(Cl)(Cl)Cl (stereo unspecified)
 : 0% | 2% | -10% | 31%[activator] | -2% | -2% | 0% | ? | -3 | nt | -5%
9: CCCNC(=O)C1CN(C(=O)c2nn(Cc3ccccc3)c(=O)c3ccccc23)c2ccccc2O1 (stereo unspecified)
 : nt | nt | 4% | nt | 0% | 4% | 0% | ? | -19 | nt | nt
10: Cc1cccc(C)c1NC(=O)C(NC=O)c1ccccc1 (stereo unspecified)
 : -5% | 0% | 0% | 1% | 2% | 1% | -1% | -2% | 0 | 4% | 9%
11: CC(C)(ONC(=O)Nc1ccccc1Cl)C(=O)O
 : 3% | -28% | -4% | -18% | -3% | 0% | 6% | ? | -2 | nt | 14%
12: O=C(NC1CCCC1)c1n[nH]c2ccccc12
 : ? | -9% | -7% | -5% | 2.8µM* | 24µM* | 3.2µM* | ? | -3 | 1% | -2%
13: O=S(=O)(CCN1CCSCC1)c1ccc(Cl)cc1
 : -4% | -8% | -1% | -6% | -10% | 0% | 0% | -1% | 2 | nt | 4%
14: O=C(O)c1cc2c(cc1Cl)N1CCCCCC1=NS2(=O)=O
 : 5% | 1% | 1% | -6% | 1% | -3% | -1% | 9% | 8 | -1% | -5%
15: COc1ccc(NC(=O)c2ccc3ccccc3n2)cc1S(=O)(=O)N1CCCCC1
 : 0% | -1% | 28% | -7% | 2% | ? | 8% | ? | 11 | 2% | ?
16: COc1ccc2[nH]c(=O)c(CN(C(=O)NC3CCCCC3)C3CCCC3)cc2c1
 : 1% | -2% | -3% | 7% | 3% | 0% | 1% | 4% | -20 | 2% | -17%
17: Cn1cc(/C=C/C(=O)N2CCCC(C(=O)c3cccc(C(F)(F)F)c3)C2)cn1 (stereo unspecified)
 : -19% | -1% | 2% | -9% | 2% | -8% | -4% | 6% | -3 | -5% | 34%
18: O=C(NCc1ccco1)C1CCN(S(=O)(=O)c2cccc3cccnc23)CC1
 : -3% | ? | 2% | -7% | -4% | -1% | 1% | 8% | -7 | 10%[11.7 µM] | -3%
19: O=C(CN(C(=O)CNC(=O)c1ccco1)c1ccccc1F)NC1CCCCC1
 : -2% | 6% | -6% | 4% | -12% | -4% | 0% | -17% | -1 | 1% | 22%
20: CCNS(=O)(=O)c1cc(OC)c(Cl)cc1OC
 : 0% | 2% | 3% | 8% | -3% | 2% | -2% | -2% | -9 | 6% | 5%
21: O=C(Nc1ccc2c(c1)OCO2)C1CCCN1C(=O)OCc1ccccc1 (stereo unspecified)
 : -5% | 1% | 8% | 7% | 6% | -1% | 0% | 11% | 13 | 19% | 16%
22: CN(Cc1cccs1)C(=O)CSc1nc2ccccc2[nH]1
 : 5% | 0% | -1% | -2% | ? | ? | 17% | ? | 3 | 1% | ?
23: Cc1nn(C)c(Cl)c1CN1CCC(n2nccc2NC(=O)C2CCCC2)CC1
 : 10% | -6% | -2% | -3% | -5% | -1% | -4% | -8% | -5 | nt | -4%
24: C=CCn1c(=O)c2ccc(C(=O)NCc3ccccc3)cc2n(Cc2ccc(C)cc2)c1=O
 : -16% | -17% | 13% | -7% | -2% | 2% | -4% | ? | 17 | 3% | -2%
25: CC(=O)N(/N=C1/C(=O)Nc2ccccc21)c1ccccc1
 : ? | nt | -5% | 18% | ? | -17% | ? | ? | -1 | 25% | 5%
26: CCn1c(N2CCN(CC(=O)c3c(C)n(C)c4ccc(OC)cc34)CC2)nc2c1c(=O)[nH]c(=O)n2C
 : -6% | 3% | -8% | -1% | -8% | -1% | -3% | ? | 14 | -1% | -5%
27: COC(=O)N/N=C/c1ccccc1OCCOc1ccc(OC)cc1
 : -12% | -12% | -5% | 4% | 12% | -14% | 16% | 15% | -12 | nt | 24%
28: Cc1ccc(NC(=O)c2ccc(S(=O)(=O)NCC3CCCO3)cc2)cc1C (stereo unspecified)
 : 4% | -17% | 4% | 11% | -8% | -4% | -6% | -13% | 2 | 3% | 18%
29: COC(=O)C1=C(CSc2nc3c(cc2C#N)CN(C)CC3)OC(N)=C(C#N)C1c1ccc(F)cc1 (stereo unspecified)
 : -15% | 0% | -1% | ? | -4% | -9% | -2% | 15% | -12 | 10% | 10%
30: COc1ccc(NC(=O)[C@@H]2[C@@H]3C(=O)N(C4CCCCC4)C(=O)[C@@H]3C3c4ccccc4C=CN32)cc1 (stereo partly specified)
 : -3% | ? | 7% | ? | 10% | 1% | 8% | ? | -3 | -12% | 19%
31: COc1ccc2[nH]c(=O)c(CN(CCc3cccc(C)c3)C(C)=O)cc2c1
 : 9% | 3% | 5% | 0% | -5% | 2% | -1% | 0% | -6 | -3% | 31%
32: Cc1ccc(N2CC(C(=O)N3CCC(c4nc5ccccc5[nH]4)CC3)CC2=O)cc1C (stereo unspecified)
 : nt | nt | -4% | nt | -3% | -4% | -2% | -4% | -24 | nt | nt
33: Nc1c(C(=O)O)cnc2c(-c3ccc(Cl)cc3)cnn12
 : -25% | -16% | 8% | nt | 1µM* | 3µM* | 1.4µM* | ? | 2 | 19% | ?
34: CCc1c(C)c2ccc(O)c(CN3CCCC3)c2oc1=O
 : -10% | nt | 3% | 27% | 7% | 1% | 1% | 11% | -3 | 1% | -15%
35: O=C(CN1C(=O)c2ccccc2C1=O)N1CCOCC1
 : -8% | -5% | 1% | 10% | 1% | 1% | 9% | 6% | 1 | 0% | -24%
36: COc1ccc(CN2CCN(CCCCOc3ccc(Cl)cc3)CC2)c(OC)c1OC
 : 6% | -23% | -11% | -4% | -5% | 0% | -8% | ? | -16 | ? | 8%
37: COc1ccc2nc(/C=N/NC(=O)CCNC(=O)OC(C)(C)C)ccc2c1
 : -5% | 5% | 2% | ? | ? | 13µM* | ? | ? | -12 | nt | 30%
38: Cc1cc2n(n1)C(c1c[nH]c3ccccc13)Nc1ccccc1-2 (stereo unspecified)
 : -13% | -1% | ? | 2% | 16% | -7% | 1% | -26% | -3 | ? | 31%

Not all compounds are listed. The share of hits here may be higher or lower than overall.
